HP1b chromo inh: HP1-beta chromodomain-methylated histone interaction inhibition; 0.56% of 390,000 active; AID 540317; Potency, µM (doses to about 114 µM), inactives show at the top dose activity change, negative = inhibition, actives largely listed as inhibitors; P83916; AlphaScreen HP1-beta / biotin-H3K9me3 peptide binding; also: potency is read from the fitted curve at half-maximal effect; nearly all actives have a fitted effect of over 70% in size; inactives centre near 23
Target sequence (P83916 whole entry, looked up): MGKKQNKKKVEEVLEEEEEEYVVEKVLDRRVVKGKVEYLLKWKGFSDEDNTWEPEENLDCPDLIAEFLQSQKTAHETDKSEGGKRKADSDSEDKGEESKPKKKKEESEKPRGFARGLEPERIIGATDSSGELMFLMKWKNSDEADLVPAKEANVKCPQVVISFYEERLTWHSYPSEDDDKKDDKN
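AlphaScreen: HP1-beta (50 nM) preformed 30 min with biotin-H3(1-18)K9me3 peptide (50 nM) in PBS pH 7.4, 0.01% Tween-20. Compound added for 30 min at RT, then streptavidin donor/nickel chelate acceptor beads (10 ug/mL) for 30 min.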
GLS inh: glutaminase GLS (human) inhibition; O94925; GLS enzymatic activity, qHTS titration; Potency, µM (titrated, usually from 45.5 µM), for inactives: top-dose activity change, negative = inhibition, hits mostly inhibitors; 0.21% of 410,000 active; also: potency is read from the fitted curve at half-maximal effect; % is scaled to controls: 0 for no effect and ±100 for the full control effect
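Two-point fluorescence kinetic (t0, 30 min RT) for hKGA; glutamate detected via glutamate oxidase–HRP–Amplex Red. Substrate: 1 mM L-glutamine solution; buffer 45 mM KH2PO4, pH 8.2.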
BAZ2B inh: blocks human BAZ2B | 4.4% of 360,000 active | Potency, µM (series often up to 114 µM), inactives show top-dose activity change, negative = inhibition, hits mostly inhibitors | Q9UIF8 | AlphaScreen BAZ2B-H3K14Ac peptide displacement; also: potency is read from the fitted curve at half-maximal effect; % is scaled to controls: 0 for no effect and ±100 for the full control effect; nearly all actives have a fitted effect of over 60% in size
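In this displacement format the biotinylated H3(5-23) peptide acetylated at Lys14 serves as ligand at 50 nM, with BAZ2B at 50 nM in PBS pH 7.4 containing 0.01% Tween-20. Donor and acceptor beads are 10 ug/mL final.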
PI4K2A inh: PI4K2A (human) kinase inhibition; purified PI4K2A, ADP-Glo luminescence, 1 h; hits give low values; 0.13% of 420,000 active; activity change, negative = inhibition, % at 76.9 µM; Q9BTU6; in the data active = activity change below about -50%; inconclusive = mostly about -30% to -49%;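 also: -100% = wells without enzyme as full effect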
Target sequence (Q9BTU6 whole entry, looked up): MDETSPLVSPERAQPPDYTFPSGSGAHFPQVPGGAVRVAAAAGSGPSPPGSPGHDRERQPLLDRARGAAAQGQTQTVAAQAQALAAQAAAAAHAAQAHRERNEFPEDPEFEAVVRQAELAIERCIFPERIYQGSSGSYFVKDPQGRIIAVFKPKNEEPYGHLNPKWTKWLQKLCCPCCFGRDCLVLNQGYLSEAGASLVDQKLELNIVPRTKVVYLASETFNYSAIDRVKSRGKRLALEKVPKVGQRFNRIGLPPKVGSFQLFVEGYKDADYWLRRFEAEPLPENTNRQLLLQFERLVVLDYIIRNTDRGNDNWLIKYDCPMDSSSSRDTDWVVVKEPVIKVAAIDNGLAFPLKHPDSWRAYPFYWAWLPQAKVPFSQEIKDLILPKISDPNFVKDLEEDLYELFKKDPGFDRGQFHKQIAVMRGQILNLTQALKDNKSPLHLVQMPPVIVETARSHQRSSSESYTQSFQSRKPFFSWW
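Compounds are screened against recombinant PI4K2A using PI as substrate and ATP, the latter dispensed at 300 microM. Reactions run one hour at ambient temperature before ADP-Glo detection; full inhibition defined by wells lacking enzyme.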
JMJD2A Tudor: inhibitors of human JMJD2A Tudor domain; AID 504339; Potency, µM (doses to about 114 µM), inactives show top-dose activity change, negative = inhibition, usual class: inhibitors; 4.4% of 390,000 active; O75164; AlphaScreen JMJD2A-Tudor / H3K4me3 peptide binding; also: potency is read from the fitted curve at half-maximal effect; % is scaled to controls: 0 for no effect and ±100 for the full control effect; nearly all actives have a fitted effect of over 50% in size
ERG-DNA inh: inhibitors of human ERG Ets domain-DNA interaction. P11308. fluorescence polarization, His-ERG Ets domain / labelled DNA. Potency, µM (top dose mostly 76.9 µM), without a hit: at the highest dose FP activity, negative = inhibition, usual class: inhibitors. 0.028% of 370,000 active; active = well fitted inhibition curve with a large enough effect in the polarisation, with a control signal flat; inconclusive = small, poorly fitted or top-dose-only effect, or effect the other way, or a change in a side signal; inactive = no such curve, though single readings can be large or run the other way; the % refers to the polarisation;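 also: polarization taken with two DNA probes labelled with fluorescein and Texas red; potency is read from the fitted curve at half-maximal effect; % of control where 0% means no effect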
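His-tagged ERG Ets domain (1 uM in the protein solution; 300mM KCl, 50mM Tris-HCl, 1mM EDTA, 1mM DTT, pH 7.5) received compound, then a probe mix of 5 nM fluorescein-DNA and 100nM Texas-615-DNA. Fluorescence polarization was read for both dyes.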
RGS4 inhibitor: human RGS4 inhibition | P49798 | Transcreener GDP fluorescence polarization, RGS4-accelerated GTP hydrolysis | Potency, µM (doses to about 114 µM), without a hit: at the highest dose activity change, negative = inhibition, usual class: inhibitors | 0.039% of 390,000 active; also: potency is read from the fitted curve at half-maximal effect; % is scaled to controls: 0 for no effect and ±100 for the full control effect; nearly all actives have a fitted effect of over 75% in size; some results filed as inactive show a strong effect at the top dose
Target sequence (P49798 whole entry, looked up): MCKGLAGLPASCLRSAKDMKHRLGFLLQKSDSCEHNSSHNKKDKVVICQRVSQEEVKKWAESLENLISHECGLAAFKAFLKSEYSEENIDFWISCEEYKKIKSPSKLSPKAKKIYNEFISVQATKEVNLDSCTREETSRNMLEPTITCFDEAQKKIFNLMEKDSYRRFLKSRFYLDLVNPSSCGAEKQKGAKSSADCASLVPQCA
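MLSMR compounds (23 nl, pin-transferred) preincubated 10 min at room temperature with a 500nM (2x) first reagent, then RGS4 at 900nM (2x) plus Transcreener GDP mix added; fluorescence polarization (620/688 nm) read before and after 90 min at 30 °C.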
12-LOX inh: inhibitors of human 12S-lipoxygenase ALOX12; P18054; purified 12hLO, xylenol orange hydroperoxide absorbance; Potency, µM (doses to about 108 µM), for the others: at the top dose activity change, negative = inhibition, hits mostly inhibitors; 1.1% of 580,000 active; also: potency is read from the fitted curve at half-maximal effect; % is scaled to controls: 0 for no effect and ±100 for the full control effect
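Purified human 12hLO (150 nM final) in 25 mM Hepes, 0.01% Triton X-100, pH 7.0 was preincubated 15 min at room temperature with compound. Then 40 uM arachidonic acid was added, 30 min. Hydroperoxide was read by Fe-XO absorbance ratio 573/405 nm.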
G9a block: G9a (human) methyltransferase inhibition; AID 504332; Q96KQ7; G9a H3K9 monomethylation, AlphaScreen, 2 h; 8.8% of 350,000 active; Potency, µM (titrated, usually from 102 µM), without a hit: at the top dose activity, negative = inhibition, actives largely listed as inhibitors; also: potency is read from the fitted curve at half-maximal effect; % is scaled to controls: 0 for no effect and ±100 for the full control effect; nearly all actives have a fitted effect of over 75% in size
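Signal arises when biotinylated H3K9 peptide, once monomethylated, bridges streptavidin donor and antibody-captured acceptor beads. Enzyme at 20 nM was preincubated 15 min with test compounds; peptide 500 nM and SAM 20 uM then reacted for 2 h.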
* hit, by the source's call; i = inactive; ? = inconclusive; . = not tested or not shown; & = joins results of further samples; ! = not active in a repeat; [ ] = another dose, or the depositor's remark. Unless noted, calls follow the shape of the dose curve; as a rule, active = well fitted curve in the direction sought with a large enough effect; inconclusive = small, poorly fitted or top-dose-only effect, or another doubt; inactive = no such curve, though single readings can be large; an effect the other way counts as inactive or inconclusive.

structure	12-LOX inh	GLS inh	G9a block	BAZ2B inh	HP1b chromo inh	RGS4 inhibitor	ERG-DNA inh	JMJD2A Tudor	PI4K2A inh
CN(CC(=O)Nc1cccc(F)c1)C(=O)c1cccc(N2C(=O)CCC2=O)c1	-10.4%	1.2%	22.6%[59 µM]	13.9%	17.8%	10.7%	0.2%	-10.5%	-3.5
CSc1nc(N2CCOCC2)c2ccccc2n1	5.1%	2.2%	-9.9%[59 µM]	7.5%	33.0%[activator]	0.6%	-4.0%	-8.4%	13.3
Cc1ccc(C)c(S(=O)(=O)Nc2ccc3cn[nH]c3c2)c1	-3.4%	12.7%	1.1%[12.7 µM]	0.4%	29.2%	-11.9%	2.9%	-5.1%	-0.7
O=C(COc1ccc2ccccc2c1Br)Nc1ccncc1	8.0%	3.8%	20.4%	-16.5%	13.8%	17.5%	-5.6%	-8.3%	-5.0
Nc1c(C(=O)c2cccs2)sc2nsc(SCCN3CCCCC3)c12	10.3%	39.9%[activator]	68.2%[activator][59 µM]	-0.7%	79.5%[activator]	-20.9%	11.7%	-7.6%	1.0
Cc1cccn2cc(CNC(=O)c3ccco3)nc12	0.0%	0.1%	38.7%	-2.6%	12.4%	-7.2%	-4.2%	-6.1%	2.1
Cc1ccccc1C(=O)Oc1ccccc1N1C(=O)C2CC=CCC2C1=O (stereo not drawn)	-5.5%	0.1%	4.7%[59 µM]	9.8%	48.0%	-0.2%	3.4%	2.8%	-0.9
Cc1ccc(C)c(N2CCN(C(=O)CCCn3c(=O)c4cccn4c4cccnc43)CC2)c1	-1.8%	-17.0%	?	-35.1%	3.7%	22.8%[56.9 µM]	-3.9%	?	3.3
CCCC(=O)Nc1nnc(Cc2ccccc2)s1	0.0%	-3.5%	-6.2%	-5.7%	7.8%	1.8%	4.5%	-26.1%	4.3
O=C(NCCCN1CCOCC1)c1ccc(-n2nc(C(F)(F)F)cc2-c2cccs2)cc1	?	-2.8%	-20.8%[12.7 µM]	-30.2%	52.4%[activator]	-3.0%	-7.9%	-28.9%	1.5
CC(C)(C)OC(=O)N1CCC[C@H]1C(=O)N/N=C/c1ccc2ncccc2c1	88.3%[activator]	1.7%	3.9%	4.1%	9.4%	18.6%	2.7%	-1.0%	4.4
COc1ccc(CCNC(=O)CNC(=O)Cn2ccc3ccccc3c2=O)cc1OC	1.9%	-19.0%	-4.1%	-0.4%	25.1%	2.2%	-4.6%	4.5%	4.6
Cc1nc2ccccc2c2c(N)c3ccccc3n12	-22.8%	?	17.8µM*	?	?	-9.7%	-5.7%	?	0.8
Cc1ccc(-c2onc3ccc(C(=O)/C=C/N(C)C)cc23)cc1	?	-5.1%	-44.7%	-38.5%	-2.8%	?	-8.9%	-31.5%	0.7
CCOC(=O)[C@H]1[C@H]2COc3ccc(Cl)cc3[C@@H]2N2C(=O)c3ccc(F)cc3NC(=O)[C@@]12C	-5.1%	-3.7%	15.6%[2.33 µM]	-3.6%	37.1%	-14.9%	10.3%	-21.0%	-3.3

The list goes on:
structure	12-LOX inh	GLS inh	G9a block	BAZ2B inh	HP1b chromo inh	RGS4 inhibitor	ERG-DNA inh	JMJD2A Tudor	PI4K2A inh
Cc1cc(F)ccc1S(=O)(=O)N1CCCOC1CNC(=O)C(=O)NCc1cccnc1 (stereo not drawn)	i	-2.5%	-10.8%	-0.3%	27.1%	4.3%	-6.2%	-14.0%	1.4
CCN(CC)C(=O)C1CCCN(c2ccc([N+](=O)[O-])cc2[N+](=O)[O-])C1 (stereo not drawn)	-26.7%	1.5%	.	-26.8%	31.3%[activator]	-8.1%	2.3%	-29.0%	-2.0
O=C(C1=C[C@H](c2csc3ccccc23)C[C@H](OCCCCO)O1)N1CCN(Cc2ccc3c(c2)OCO3)CC1	?	7.1%	?	-38.2%	8.5%	1.0%	-7.3%	?	1.6
COc1ccc(-c2nc(CS(=O)CC(=O)NC3CCCC3)c(C)o2)cc1 (stereo not drawn)	-13.5%	0.0%	-18.7%	-13.6%	-8.6%	7.6%[11.4 µM]	-0.1%	?	-4.0
COCCNC(=O)CSc1cn(CC(=O)N2CCCCCC2)c2ccccc12	-3.2%	-13.1%	5.5%[59 µM]	-17.3%	10.8%	15.5%	-2.5%	-16.5%	-7.5
CC(C)(C)NC(=O)Cn1c(SCC(=O)N2CCCCCC2)nc2ccccc21	11.3%	-0.7%	-4.3%[59 µM]	-15.1%	24.4%	-1.4%	1.0%	-9.9%	-3.4
CCC(=O)Nc1nc2ccccc2n1Cc1ccccc1C	1.0%	10.8%	?	11.1%	29.9%	15.6%	-2.2%	-16.6%	-0.4
CC(Oc1ccccc1F)C(=O)NNC(=O)CC(C)c1ccccc1 (stereo not drawn)	9.2%	-7.9%	16.3%[0.501 µM]	11.2%	42.6%[activator]	-8.0%	-10.3%	-4.8%	0.3
Cc1cccc(C2NS(=O)(=O)N=C2N)c1 (stereo not drawn)	0.0%	.	-6.8%	9.8%	21.4%	15.8%	-2.5%	11.6%	-3.1
C/C(N)=C(/C#N)C(=O)COC(=O)C1CCN(S(=O)(=O)c2cccs2)CC1	-28.1%	-12.0%	.	.	18.3%[57 µM]	-9.6%	-8.2%	-4.8%	-2.1
Cc1cccc(NC(=O)C2CCCN(S(=O)(=O)c3c(C)n[nH]c3C)C2)c1 (stereo not drawn)	-23.3%	-8.6%	29.4%[59 µM]	.	52.1%[activator]	-7.1%	6.6%	-1.0%	-2.1
COc1ccccc1NC(=O)c1ccc(COc2ccccc2Br)o1	3.4%	0.7%	41.0%	-3.2%	77.5%[activator]	-8.3%	1.0%	24.4%	-3.0
COc1ccc(CCN(CC(=O)NC2CCCC2)C(=O)Cn2nnc(-c3ccc(C)o3)n2)cc1OC	?	0.0%	34.0%[0.501 µM]	-3.4%	36.2%	-9.5%	-0.9%	-3.1%	2.4
O=[N+]([O-])c1cc(C(F)(F)F)cc([N+](=O)[O-])c1NCCN1CCNCC1	-5.0%	-9.1%	11.3%[0.501 µM]	-28.1%	11.6%	-5.7%	10.3%	-32.9%	-0.2
CC(Nc1cccc2ccccc12)C(=O)N/N=C/c1ccc([N+](=O)[O-])cc1 (stereo not drawn)	?	-22.3%	?	?	?	-13.8%	1.7%	?	-3.0

Continuation.
structure	12-LOX inh	GLS inh	G9a block	BAZ2B inh	HP1b chromo inh	RGS4 inhibitor	ERG-DNA inh	JMJD2A Tudor	PI4K2A inh
COC(=O)c1ccc(NC(=O)c2ccc3nsnc3c2)cc1	-9.9%	-1.4%	24.8%	8.1%	18.5%	10.9%	3.4%	-12.7%	0.1
COc1ccc(S(=O)(=O)c2c(C)c(NS(=O)(=O)c3ccccc3)cc(C)c2O)cc1	9.2%&0.0%	3.16µM*!	?	0.0%&-23.4%	-2.2%&29.5%	-14.1%&0.0%	-1.3%&0.2%	-22.7%&-17.9%	4.5&-6.3
CCCCNC(=O)CSc1nc2nc(C)c(Cc3ccccc3C)c(C)n2n1	3.9%	1.5%	0.2%[59 µM]	4.2%	18.1%	-5.5%	0.0%	-10.2%	-2.7
CC(C)(C)CC(=O)NCCCCCCNC(=O)CC(C)(C)C	-13.0%	2.2%	6.6%[59 µM]	8.7%	36.3%	-3.9%	4.1%	4.6%[57.1 µM]	-1.3
O=[N+]([O-])c1cn(Cc2ccc(Cl)cc2)cn1	266.1%[activator]	10.0%	24.1%[59 µM]	2.3%	14.9%	7.6%	-10.7%	-13.1%	-1.8
COc1ccccc1C(CC(=O)N1CCCC1)c1ccc2c(c1)OCO2 (stereo not drawn)	-3.6%	1.3%	-3.1%	-13.3%	17.9%	-17.1%	-10.7%	-2.4%	-6.2
CC(=O)NC(CC(=O)Nc1cc(Cl)ccc1-n1cncn1)c1ccccc1 (stereo not drawn)	27.8%	-13.4%	?	0.5%	43.8%[activator]	-7.3%	5.2%	-1.4%	0.2
CCOC(=O)c1c(C)[nH]c(C)c1C(=O)CN1C(=O)NC(CC(C)C)C1=O (stereo not drawn)	.	3.9%	?	-6.8%	4.4%	-38.6%	-0.7%	-8.5%	-0.8
COc1ccc(C(=O)Nc2ccc(S(=O)(=O)NCc3ccco3)cc2)cc1OC	-8.4%	-16.5%	39.8µM*	-1.0%	-0.4%	-9.9%	0.1%	?	-4.8
CCc1ccccc1N(C)S(=O)(=O)c1cc(-c2cc(C)no2)ccc1OC	1.7%	0.6%	2.9%[59 µM]	-20.5%	12.1%	-18.3%	1.5%	-7.6%	-2.8
COc1ccc(N2CCN(C(=O)CN(c3cccc(OC)c3)S(=O)(=O)c3ccccc3)CC2)cc1	-4.9%	22.8%	8.91µM*	?	?	-23.9%	-0.9%	?	6.9
OC(COc1ccc(F)cc1)CN1CCN(c2ccccc2F)CC1 (stereo not drawn)	?	11.2%	9.6%[2.33 µM]	-3.2%	32.9%[activator]	18.4%	-10.0%	-8.7%	2.1
NC(=O)CSc1nnc(SCc2ccc(F)cc2)s1	-0.6%	0.6%	-39.2%	-19.3%	-3.5%	-11.8%	0.1%	-35.7%	-0.7

A portion of the library; count on the stated rates, not on these rows.
